STAT1 act: STAT1 signaling activation. AID 932. NIH 3T3 STAT1-luciferase reporter, IFN-gamma, luminescence; 100% = IFN-gamma alone, no compound. activation (% of control), % at 5.5 µM. actives 2.6% (n = 200,000);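 active = activation above the screen-wide mean activation plus 3 SD, cut at about 130% in these data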;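 also: raw ratio to IFN-gamma control signal so 100% means no change and 0% no light; values of inactives mirror those of a sister screen read the other way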
NF-kB neuron act: raises NF-kB expression in human neuronal cells; actives 1.6% (n = 190,000); AID 1239; NF-kB reporter expression; hits give high values; fold change at 12.5 µM; in the data active = fold change above about 3.3
STAT3 act: STAT3 signaling activation. U3A cells, IL-6 STAT3-luciferase reporter, luminescence; 100% = signal with IL-6 EC80 alone. activation (% of control), % at 5.6 µM. actives 0.91% (n = 190,000). AID 871;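 active = activation above the screen-wide mean of compound activation plus 3 SD, cut at about 130% in these data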;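 also: 0% = background luminescence of wells with medium and substrate only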
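Test system: human U3A cells carrying STAT3-luciferase construct; control set: IL-6-only wells as 100% reference; timing: compound pre-incubation 1 h before IL-6, then 6 h stimulation at 37 °C; also added: IL-6 stimulus at 33 ng/mL final; evaluation: % activation versus median of IL-6-stimulated wells; detection: reporter luminescence signal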
STAT1 blocker: reduces IFN-gamma driven STAT1 reporter signal | NIH 3T3 STAT1-luciferase reporter, luminescence | inhibition, % at 5.5 µM | actives 0.35% (n = 200,000);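 active = inhibition above a set limit, the mean inhibition across all tested compounds plus 3 SD, cut at about 34% in these data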;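 also: 0% = IFN-gamma with DMSO and 100% = IFN-gamma with 300 µM nifuroxazide; values of inactives mirror those of a sister screen read the other way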
APP transl inh: APP translation inhibition | AID 1285 | SH-SY5Y APP 5'UTR-luciferase reporter, luminescence | inhibition, % at 2 µM | actives 0.82% (n = 190,000);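 active = inhibition above a set limit, derived from the sample mean plus 3 SD, cut at about 45% in these data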; also: values of inactives mirror those of a sister screen read the other way
STAT3 inh: STAT3 signaling inhibition. U3A cells, IL-6 STAT3-luciferase reporter, luminescence; host cell line lacks STAT1. inhibition, % at 5.5 µM. actives 0.89% (n = 190,000);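 active = inhibition above the mean inhibition across all screened compounds plus 3 SD, cut at about 44% in these data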;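 also: 0% = DMSO only wells and 100% = 100 µM nifuroxazide control wells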
RAM inhibit: blocks the yeast RAM network; inhibition, % at 50 µM; AID 868; actives 1.8% (n = 190,000); S. cerevisiae dse1pr::URA3 reporter, 5-FOA growth OD615, 2 d; analog-sensitive cbk1-as2 kinase mutant strain;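 active = inhibition above a set limit, 3 SD over mean compound inhibition, cut at about 8.4% in these data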;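 also: 0% = DMSO-only wells with no growth and 100% = 10 µM 1-NA-PP1 full growth; inhibition rescues growth on 5-FOA so higher OD means more RAM inhibition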
APP 5'UTR act: APP 5'UTR luciferase reporter activation; SH-SY5Y APP 5'UTR luciferase reporter, luminescence; zero percent = DMSO vehicle wells; activation, % at 2 µM; actives 1% (n = 190,000); AID 1276;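 active = activation above a set limit, based on mean plus 3 SD of controls, cut at about 140% in these data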; also: values of inactives mirror those of a sister screen read the other way
Hsp70 activator: transcriptional activators of Hsp70. HeLa Hsp70 promoter luciferase reporter, luminescence; scaled: vehicle 0, proteasome-inhibitor control 100%. activation, % at 10 µM. actives 0.04% (n = 200,000);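 active = activation above the mean across all tested compounds plus 3 SD, cutoff set per campaign, cut at about 5.5% in these data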;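 also: 100% = MG132 at 30 µM as the positive control and 0% = DMSO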
FLuc inhib CS: counter-screen for luciferase assay inhibitors: firefly luciferase inhibition; P08659; ATPLite firefly luciferase biochemical luminescence, 10 min; inhibition, % at 10 µM; actives 1.5% (n = 200,000); AID 1006;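 active = inhibition above about 50% when tested at 10 µM, limit read from the data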
Target sequence (P08659 whole entry, looked up): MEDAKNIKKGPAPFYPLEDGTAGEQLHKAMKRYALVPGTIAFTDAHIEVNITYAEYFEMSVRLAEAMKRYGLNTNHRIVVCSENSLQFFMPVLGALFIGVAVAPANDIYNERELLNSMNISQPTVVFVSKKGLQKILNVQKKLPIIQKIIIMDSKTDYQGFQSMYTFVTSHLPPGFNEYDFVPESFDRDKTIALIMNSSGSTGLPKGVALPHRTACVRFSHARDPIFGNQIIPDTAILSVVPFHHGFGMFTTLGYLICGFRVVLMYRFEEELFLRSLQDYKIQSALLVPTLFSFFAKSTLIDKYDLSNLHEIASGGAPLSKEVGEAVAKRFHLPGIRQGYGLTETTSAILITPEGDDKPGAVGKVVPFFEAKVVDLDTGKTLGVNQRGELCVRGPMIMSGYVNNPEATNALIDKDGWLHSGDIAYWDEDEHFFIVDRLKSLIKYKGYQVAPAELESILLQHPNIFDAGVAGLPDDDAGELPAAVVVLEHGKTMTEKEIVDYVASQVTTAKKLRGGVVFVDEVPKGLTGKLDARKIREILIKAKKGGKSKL
* = called active by the depositor; nt = no result given.

SMILES	STAT1 act	NF-kB neuron act	STAT3 act	STAT1 blocker	APP transl inh	STAT3 inh	RAM inhibit	APP 5'UTR act	Hsp70 activator	FLuc inhib CS
CCC(=O)Nc1c(C(=O)N2CCN(c3ccccn3)CC2)cnn1-c1ccc(C)cc1	101.8	1.17	102.3	-2.4	14.2	-1.4	0.4	-14.2	-0.2	-0.4
O=c1[nH]c(=O)c2ncc(-c3ccc(Cl)cc3)nc2[nH]1	113.9	0.94	95.7	-18.9	-15.6	9.8	4.4	15.6	0.1	1.5
O=C1CCN(Cc2nnnn2CC2CCCO2)c2ccccc2N1 (configuration not stated)	105.8	1.21	102.5	-6.3	16.7	2.1	0.4	-16.7	0.3	-3.5
CCCn1c(N)c(C(=O)CSc2nnnn2-c2ccc(O)cc2)c(=O)n(C)c1=O	90.4	0.74	86.7	11.0	nt	16.0	5.4	nt	-0.3	-7.6
CS/C(=N\N(C)C(N)=O)c1ccccc1	101.6	1.55	101.7	-1.8	15.5	0.3	2.0	-15.5	-0.3	-7.6
Cc1cc(Oc2ccc(C)c(Cl)c2)nc(SCC(=O)c2ccccc2)n1	92.8	0.83	98.5	8.1	9.4	-0.7	9.1*	-9.4	0.0	-6.6
CC(NC(=O)COC(=O)c1ccc2c(c1)OCO2)c1ccccc1 (configuration not stated)	101.8	1.41	100.2	-2.0	-14.6	4.5	2.3	14.6	-0.1	-2.0
Cc1cc(C)nc(SCc2nnc(SCC(=O)NCc3ccco3)n2-c2ccccc2)n1	102.1	0.96	105.4	-2.4	1.0	2.7	-0.1	-1.0	-0.3	-7.4
c1ccc(-c2ccccc2OCCCN2CCCCCC2)cc1	89.4	1.01	100.6	10.2	-20.8	7.2	1.3	20.8	0.2	-7.3
O=C(Nc1cccc(-c2cn3cccnc3n2)c1)c1ccc(Br)o1	104.8	0.5	93.2	-5.3	53.9*	12.3	1.2	-53.9	-0.1	1.7
CCCNC(=O)Cn1nc(C(F)(F)F)cc1C	97.7	0.98	105.6	0.7	8.1	-4.1	0.9	-8.1	-0.1	-1.7
CCOc1ccc2nc(NC(=O)CSc3nc4ccccc4c(=O)n3Cc3ccco3)sc2c1	99.6	1.43	99.5	0.4	-0.5	6.4	8.0	0.5	-0.4	-8.4
Cc1nc(NNC(=O)c2ccc([N+](=O)[O-])cc2)cc(-c2ccccc2)n1	91.5	0.89	102.0	9.4	-17.8	3.4	0.8	17.8	-0.4	4.4
COc1ccc(OC)c(-c2cc(C3CCN(c4cc(Cl)nc(N)n4)CC3)[nH]n2)c1	99.9	0.42	67.2	0.1	3.4	43.2	3.4	-3.4	-0.3	-4.1
O=C(Nc1sc2c(c1C(=O)NC1CC1)CCCCCC2)c1ccco1	91.7	0.91	99.9	9.0	-29.6	-0.3	1.0	29.6	-0.4	-4.0
Cc1ccc(S(=O)(=O)N(C)Cc2ccc(C(=O)NN=C(CC(C)C)CC(C)C)cc2)cc1	95.9	0.88	106.4	3.9	-5.2	-6.4	1.1	5.2	-0.2	-2.1
CCO[C@H]1OC(C(=O)N2CCN(Cc3ccccc3)CC2)=C[C@@H](c2coc3ccccc3c2=O)[C@@H]1CCCO	100.7	0.73	nt	0.8	-2.6	nt	-0.4	2.6	0.1	-7.9
N#Cc1nc(Cc2ccccc2)oc1N1CCN(c2cccc(Cl)c2)CC1	111.7	1.1	103.3	-12.9	7.6	0.6	11.3*	-7.6	-0.1	3.4
COC(=O)C1C(O)=C(C=NCC(C)N=CC2=C(O)C(C(=O)OC)C(C)(C)CC2=O)C(=O)CC1(C)C (configuration not stated)	106.7	1.41	98.2	-7.3	10.1	6.2	0.5	-10.1	-0.1	-8.6
Cc1cc(=O)[nH]c(N/N=C/c2ccc(Br)s2)n1	104.3	1.72	104.5	-4.8	-5.8	-8.1	2.9	5.8	-0.1	9.7
CCCCn1c(SC(C)C(=O)c2ccc(OC)cc2)nc2cc(S(N)(=O)=O)ccc21 (configuration not stated)	115.7	1.1	101.1	-17.6	-3.7	0.1	2.8	3.7	0.0	-5.9
O=C(CN1C(=O)NC2(CCCC2)C1=O)N1CCN(S(=O)(=O)c2ccc(Cl)cc2)CC1	104.2	1	103.0	-6.7	21.0	3.8	1.2	-21.0	0.0	-5.5
Cc1nc2scc(-c3ccc(C(C)(C)C)cc3)c2c(=O)n1N	91.1	0.6	83.4	9.7	-4.4	26.7	0.5	4.4	-0.1	-7.8
O=C1CCCc2c1[nH]c1ccc(CN3CCCCC3)cc21	102.2	1.93	81.5	-2.4	1.9	27.9	1.8	-1.9	0.1	-4.8
COc1cc2cc(CN(CCc3cccc(C)c3)C(=S)NCCCN3CCOCC3)c(=O)[nH]c2cc1OC	94.2	1.13	94.2	4.5	16.9	9.1	-0.4	-16.9	0.6	-1.2
O=C(/C=C/c1ccccc1)N1CCC(c2ccccc2)C1 (configuration not stated)	137.2*	4.44*	105.1	-42.3	-140.7	-3.2	0.1	140.7*	0.0	48.9
O=C(NC(=S)NC(=O)c1ccccc1F)c1ccccc1F	98.3	1.8	96.7	1.9	-6.5	1.5	1.4	6.5	-0.3	15.1
Cn1ccnc1SCC(=O)Nc1nc2ccccc2s1	134.3*	0.88	89.5	-38.9	-26.5	19.6	-0.5	26.5	0.1	1.3
COc1cc2c3nnc(-c4ccccc4)c-3cn(Cc3ccc(F)cc3)c2cc1OC	116.1	0.33	106.2	-19.3	8.4	-2.5	5.5	-8.4	-0.3	-5.5
O=C(COC(=O)CCCSc1nc2ccccc2[nH]1)Nc1ccc(Oc2ccccc2)cc1	94.5	1.05	84.5	6.1	3.9	15.0	4.4	-3.9	-0.3	-0.9

An excerpt from above, limited to Hsp70 activator and STAT3 act:
| SMILES | Hsp70 activator | STAT3 act |
| --- | --- | --- |
| O=C1CCCc2c1[nH]c1ccc(CN3CCCCC3)cc21 | 0.1 | 81.5 |
| O=C(/C=C/c1ccccc1)N1CCC(c2ccccc2)C1 (configuration not stated) | 0.0 | 105.1 |

(continued)
SMILES	STAT1 act	NF-kB neuron act	STAT3 act	STAT1 blocker	APP transl inh	STAT3 inh	RAM inhibit	APP 5'UTR act	Hsp70 activator	FLuc inhib CS
Cc1ccc(Cn2c(Cc3ccccc3)nc3ccccc32)cc1	93.6	1.29	103.8	4.8	11.2	5.2	1.8	-11.2	-0.2	-6.1
CCOC(=O)c1sc(NC(=O)COC(=O)c2ccco2)nc1C	102.5	0.93	99.8	-2.8	-4.8	4.5	1.3	4.8	-0.1	-5.1
O=C(NN1CCOCC1)c1cc(-c2ccc(Br)cc2)nc2ccccc12	113.2	0.98	102.2	-14.8	-0.7	-0.2	6.6	0.7	-0.5	-2.3
COc1ccccc1N1C(=O)C2C(c3ccc(F)cc3)NN(C(=O)c3ccc(C)cc3)C2C1=O (configuration not stated)	110.1	0.95	106.1	-13.7	11.7	-6.1	1.4	-11.7	0.0	-0.9
CCn1nnc(NC(=O)c2ccc(C(C)(C)C)cc2)n1	116.9	3.66*	83.9	-16.5	-96.8	25.0	-0.3	96.8	0.1	82.1*
O=C(O)c1ccc(NS(=O)(=O)c2ccc3c(c2)C(=O)c2ccccc2C3=O)cc1	97.3	0.86	99.0	1.4	1.8	5.6	4.4	-1.8	-0.4	-5.8
Cc1ccc2occ(/C=N/NC(N)=S)c(=O)c2c1	104.6	1.29	93.8	-5.1	4.3	3.3	6.5	-4.2	-0.1	-0.4
O=S(=O)(c1ccc(-c2cn3ccccc3n2)cc1)N1CCOCC1	105.7	1.78	94.6	-6.2	5.0	13.4	0.8	-5.0	-0.1	12.6
CCCCSc1nnc2c(n1)OC(C(=O)c1ccccc1)Nc1ccccc1-2 (configuration not stated)	91.9	1.91	92.1	0.4	nt	9.6	0.1	nt	-0.1	-2.5
Cc1sc2ncnc(SCC(=O)N3CCC(c4noc5ccc(F)cc45)CC3)c2c1C	106.0	0.95	93.7	-5.2	1.2	8.7	1.5	-1.2	-0.4	-4.0
C/C(=N\NC(=O)c1ccccc1)c1ccc2c(c1)OCO2	117.0	2.07	112.7	-18.5	-45.0	-6.6	-0.3	45.0	0.0	29.5
O=C1CN(C(=O)COc2ccc(Br)cc2Br)c2ccccc2N1	98.0	1.29	84.3	0.0	-0.1	23.8	4.1	0.1	-0.2	5.2
Cc1nn(C(C)(C)C)c(OC(=O)c2ccc3c(c2)OCO3)c1S(=O)(=O)c1ccccc1	95.1	1.09	92.3	5.4	8.3	12.7	5.1	-8.3	0.0	-5.3
COc1ccc(C(=O)N2CCCC(CCC(=O)NCc3ccc(F)c(F)c3)C2)o1 (configuration not stated)	103.7	1.99	109.0	-5.9	-18.2	-8.2	-0.2	18.2	0.1	1.0
COc1ccc(/C=C/C(=O)C2CC2)cc1Cn1nc(C)c([N+](=O)[O-])c1C	88.3	1.13	115.1	11.4	6.6	-12.7	6.4	-6.6	0.3	-7.9
O=C1C2C3C=CC(C3)C2C(=O)N1c1nc2ccccc2s1 (configuration not stated)	109.3	1.29	100.6	-13.1	9.0	1.4	0.7	-9.0	0.1	11.1
Cc1nnc2n1N=CC=C(C(C)(C)C)S2	100.8	1.01	100.2	-0.9	-4.2	5.0	0.9	4.2	0.1	-9.5
Cc1cc(C)c(CSc2ncnc3nc[nH]c23)c(C)c1	101.9	1.12	105.0	-2.2	-3.2	0.2	2.3	3.2	-0.2	-0.8
CC(C)c1ccc(NC(=O)COC(=O)CSc2nnc(N)s2)cc1	95.2	1.22	74.9	5.3	-7.4	31.2	2.5	7.4	-0.3	11.8
CCCNS(=O)(=O)c1ccc2c(c1)n(C)c(=O)n2C	93.3	1.19	92.4	5.2	-17.7	15.5	3.1	17.7	-0.1	-7.6
CC1CCCN(S(=O)(=O)c2ccc(NC(=O)CN3CCN(C)CC3)cc2)C1 (configuration not stated)	102.9	0.9	102.7	-3.3	7.4	4.6	0.9	-7.4	-0.1	1.3
COc1cccc(CN2CCNC(=O)C2CC(=O)NC2Cc3ccccc3C2)c1 (configuration not stated)	98.5	1.13	101.0	-0.5	-8.9	6.0	0.5	8.9	-0.2	-3.2
CCCn1nc2cc(C(=O)NCc3ccc(OC(F)(F)F)cc3)ccc2c1OCC	100.1	0.99	98.3	-0.2	-11.5	6.5	3.7	11.5	-0.2	-11.5
Nc1ccccc1C(=O)N(Cc1ccccc1)Cc1ccccc1	102.8	1.12	111.5	-3.4	5.6	-9.8	2.5	-5.6	-0.2	-9.9
CC(OCC(O)CN(C)Cc1nc2ccccc2c(=O)[nH]1)c1ccc(Cl)cc1 (configuration not stated)	100.6	1.04	101.7	-1.8	4.6	-0.4	-0.5	-4.6	-0.2	-2.0
Cc1ccc(NC(=O)c2noc3c2CCc2ccccc2-3)cc1	130.9*	2.65	114.1	-33.4	-60.4	-8.9	2.6	60.4	0.1	4.9
N#CCCS(=O)(=O)c1nnnn1-c1ccccc1	70.8	nt	88.9	31.6	9.4	16.6	nt	-9.4	-0.2	-4.4
OC(c1nnc(-c2ccccc2)o1)c1cccs1 (configuration not stated)	117.0	1.77	94.7	-19.7	-23.9	9.9	3.5	23.9	-0.1	9.8
COc1ccc(Cc2nc(-c3ccc(NC(=O)c4cccnc4)cc3)no2)cc1	105.4	0.85	82.8	-5.8	58.2*	23.4	2.7	-58.2	-0.2	0.2
CC(=O)N1CCN(c2nc(-c3cccs3)nc3ccccc23)CC1	86.8	0.44	101.6	14.1	4.3	-2.2	1.0	-4.3	-0.2	-4.8
